GSTO1 inh: counter-screen for RBBP9 inhibitors: inhibitors of human GSTO1 | hit rate 1.1% among 300,000 | recombinant GSTO1, activity-based probe fluorescence polarization | P78417 | inhibition, % at 5.96 µM | AID 1974;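 active = inhibition above the campaign mean inhibition plus 3 SD, cut at about 35% in these data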;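 also: 0% = GSTO1-1 with DMSO and 100% = wells lacking GSTO1-1 enzyme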
Target sequence (P78417 whole entry, looked up): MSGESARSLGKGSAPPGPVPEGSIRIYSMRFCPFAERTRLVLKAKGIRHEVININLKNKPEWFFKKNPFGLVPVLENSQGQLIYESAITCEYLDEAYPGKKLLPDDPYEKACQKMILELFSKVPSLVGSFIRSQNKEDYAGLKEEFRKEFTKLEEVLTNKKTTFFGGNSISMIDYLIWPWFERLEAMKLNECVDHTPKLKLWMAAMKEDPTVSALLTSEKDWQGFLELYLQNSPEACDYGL
PAFAH1B2 inh: inhibitors of human PAFAH1B2; P68402; inhibition, % at 3.39 µM; hit rate 1.2% among 340,000; recombinant PAFAH1B2, FP-rhodamine activity probe, fluorescence polarization;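 active = inhibition above the mean of all tested compounds plus 3 SD, cut at about 24% in these data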;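 also: 0% = enzyme with DMSO and 100% = wells lacking PAFAH1B2; many of its hits are not listed in these tables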
PAFAH1B3 FP inh: blocks human PAF acetylhydrolase 1B catalytic subunit 3. Q15102. recombinant PAFAH1B3, FP-rhodamine probe, fluorescence polarization. inhibition, % at 3.39 µM. hit rate 0.28% among 340,000. AID 492972;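 active = inhibition above the screen-wide average of all tested compounds plus 3 SD, cut at about 25% in these data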;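 also: 0% = enzyme with DMSO only and 100% = wells lacking PAFAH1B3 protein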
Target sequence (Q15102 whole entry, looked up): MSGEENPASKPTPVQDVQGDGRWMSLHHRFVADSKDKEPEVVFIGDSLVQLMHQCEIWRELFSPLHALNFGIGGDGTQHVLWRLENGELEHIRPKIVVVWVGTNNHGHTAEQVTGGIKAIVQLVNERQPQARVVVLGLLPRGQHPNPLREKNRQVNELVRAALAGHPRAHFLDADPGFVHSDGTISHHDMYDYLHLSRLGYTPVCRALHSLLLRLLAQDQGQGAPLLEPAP
PREPL inhibitor: human PREPL enzyme inhibition | Q4J6C6 | recombinant PREPL, fluorescence polarization activity-based probe | inhibition, % at 5.96 µM | hit rate 0.68% among 320,000; in the data active = inhibition above about 43%;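 also: 0% = enzyme with DMSO and 100% = wells lacking enzyme; many of its hits are not listed in these tables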
PAD4 inh: blocks human protein arginine deiminase 4. Q9UM07. recombinant PAD4, RCA probe fluorescence polarization. inhibition, % at 6.36 µM. hit rate 0.41% among 330,000. AID 485272;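 active = percent inhibition above a cutoff equal to the mean of all tested compounds plus 3 SD, cut at about 15% in these data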;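 also: 0% = PAD4 with RCA probe and DMSO and 100% = probe without PAD4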
pPAFAH inh: inhibitors of human plasma PAF acetylhydrolase (pPAFAH) | Q13093 | recombinant pPAFAH, FP-rhodamine probe fluorescence polarization | inhibition, % at 3.39 µM | hit rate 1.5% among 330,000 | AID 463082;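 active = inhibition above the mean inhibition across the screen plus 3 SD, cut at about 25% in these data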;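 also: inhibitors block binding of the rhodamine activity-based probe so polarization drops; 0% = enzyme with DMSO and 100% = wells lacking pPAFAH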
Target sequence (Q13093 whole entry, looked up): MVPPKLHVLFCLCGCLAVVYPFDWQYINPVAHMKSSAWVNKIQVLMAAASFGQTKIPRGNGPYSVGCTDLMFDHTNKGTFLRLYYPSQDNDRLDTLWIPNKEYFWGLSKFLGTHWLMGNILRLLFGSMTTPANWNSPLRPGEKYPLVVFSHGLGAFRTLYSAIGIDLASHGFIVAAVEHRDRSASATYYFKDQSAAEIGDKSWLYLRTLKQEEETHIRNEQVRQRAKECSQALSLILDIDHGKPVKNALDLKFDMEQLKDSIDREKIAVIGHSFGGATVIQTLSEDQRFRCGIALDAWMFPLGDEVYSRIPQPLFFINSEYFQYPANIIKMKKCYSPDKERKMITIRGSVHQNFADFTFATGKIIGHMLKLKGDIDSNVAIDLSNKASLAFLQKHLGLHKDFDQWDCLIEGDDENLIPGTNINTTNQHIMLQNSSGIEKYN
LYPLA2 counter: LYPLA2 (human) inhibition in PME1 counter-screen; AID 2177; inhibition, % at 5.9 µM; recombinant LYPLA2, FP-Rh probe fluorescence polarization; hit rate 0.38% among 320,000;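 active = inhibition above the screen-wide mean plus 3 SD, limit set per campaign, cut at about 26% in these data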;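 also: 0% = LYPLA2 with DMSO and 100% = wells lacking LYPLA2 enzyme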
LYPLA1 counter: counter-screen for PME1 inhibitors: inhibitors of human LYPLA1; recombinant LYPLA1, FP-Rh probe fluorescence polarization; inhibition, % at 5.9 µM; hit rate 0.16% among 320,000;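 active = inhibition above the mean of all tested compounds plus 3 SD, set per campaign, cut at about 14% in these data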;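 also: inhibitors block serine hydrolase probe labeling of LYPLA1 so polarization falls; 0% = enzyme with DMSO and 100% = wells lacking LYPLA1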
PME-1 primary: blocks human protein phosphatase methylesterase 1 | Q9Y570 | recombinant PME-1, FP-Rh probe fluorescence polarization | inhibition, % at 5.9 µM | hit rate 0.53% among 320,000;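 active = inhibition above the campaign mean of all compounds plus 3 SD, cut at about 26% in these data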;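 also: competitive labeling of PME-1 active site by serine hydrolase directed probe; 0% = PME-1 with DMSO and 100% = wells lacking PME-1 enzyme; inhibitors block probe labeling so polarization falls and inhibition rises; many of its hits are not listed in these tables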
* hit, by the source's call; · = not tested or not shown. The list is partial; count on the stated rates, not on these rows.

SMILES	GSTO1 inh	PAFAH1B2 inh	PAFAH1B3 FP inh	PREPL inhibitor	PAD4 inh	pPAFAH inh	LYPLA2 counter	LYPLA1 counter	PME-1 primary
Cc1ccc(N(C(=O)c2snc(C(N)=O)c2N)C(CC(C)C)C(=O)NC2CCCC2)cc1 (centres undefined)	9	4	7	4	2	4	-5	1	6
O=C(c1ccc(CS(=O)c2ccc(F)cc2)o1)N1CCN(C2CCCCC2)CC1 (centres undefined)	0	-1	2	-3	-4	1	-1	6	2
CCc1cc(C(=O)Nc2nnc(C3CC3)s2)sc1C	·	8	13	3	-1	6	-6	-7	-4
COc1ccc(NC(=O)CSCC(=O)N(C)CC(=O)Nc2cccc3ccccc23)cc1	4	7	4	4	5	2	-1	2	-3
O=C(COc1ccccc1-c1ccccc1)NN=C1CCCC1	5	1	10	15	0	6	3	0	-1
CCn1nnc(NC(=O)c2sc3ccccc3c2Cl)n1	-1	5	7	-8	1	-2	-8	-4	-6
O=C(OCc1ccc([N+](=O)[O-])cc1)c1ccc2ccccc2n1	5	7	5	21	6	20	12	4	2
O=C(NCc1ccc(N2CCCC2=O)cc1)NC1CCCCC1	5	0	-2	7	-4	-1	4	1	1
CCCn1c2ccccc2c2cnn(CC(=O)NCCCN3CCCCC3CC)c(=O)c21 (centres undefined)	-2	4	7	-10	-1	4	4	-1	-2
NNC(=O)c1oc2nc(-c3ccco3)cc(-c3ccco3)c2c1N	52*	·	·	47*	4	34*	-1	-5	6
O=C(Nc1cccc(C(=O)N2CCCc3ccccc32)c1)c1ccccc1	-6	-1	-6	2	0	-7	-2	-5	4
COc1ccc(Cl)cc1NC(=O)c1[nH]nc(OC)c1[N+](=O)[O-]	-5	2	-1	-6	-8	0	-8	-4	-3
COc1ccccc1NC(=O)c1c(Br)cnn1C	1	-1	7	-1	-8	0	-5	-3	-2
OCCC1CN(Cc2cccn2-c2cccnc2)CCN1CCc1ccccc1 (centres undefined)	-1	2	3	14	-6	2	-4	-1	-2
Cc1ccccc1CSCCNC(=O)Nc1ccccc1	7	-1	5	-2	-1	6	-1	-7	1
CCn1c(CNC(=O)C23CC4CC(CC(C4)C2)C3)nnc1SCC(=O)Nc1nnc(C)s1	5	13	-3	5	3	1	4	3	-2
Nn1c(SCC(=O)NC2CCS(=O)(=O)C2)nc2scc(-c3ccccc3)c2c1=O (centres undefined)	·	7	3	-1	1	8	8	4	-4
COc1ccc(NC(=O)CSc2cn[nH]n2)c(OC)c1	1	-3	7	5	-3	8	-1	0	1
Cc1ccc(Nc2nnc(SCC(=O)NC3CCCc4ccccc43)s2)cc1 (centres undefined)	5	-1	-4	11	2	3	-1	-1	1
Cc1ccc(C(=O)NC(=S)Nc2ccccc2C(F)(F)F)cc1C	-8	-1	1	9	-3	-3	-14	-10	-2
COc1ccc(C2=NN(C(=O)CSc3nnc(C)n3C)C(c3ccco3)C2)cc1 (centres undefined)	2	-3	-1	6	3	-1	0	4	-3
O=C(NCCCO)C(=O)NCC(c1ccc2c(c1)OCO2)N1CCN(c2ccc(F)cc2)CC1 (centres undefined)	-12	2	5	19	-4	-2	0	2	-5
CCOC(=O)c1c(C)[nH]c(C(=O)OCC(=O)NCc2ccc(OC)c(OC)c2)c1C	·	-3	3	-6	-4	-1	0	-2	2
CCn1c(SCc2nc(N)nc(N3CCCCC3)n2)nc2c1c(=O)n(C)c(=O)n2C	-3	-3	0	4	-1	0	-5	-3	0
Cc1cc(NC(=O)COc2ccccc2C)ccc1NC(=O)c1cccs1	0	-1	4	-6	-3	0	1	-1	0

The list continues.
SMILES	GSTO1 inh	PAFAH1B2 inh	PAFAH1B3 FP inh	PREPL inhibitor	PAD4 inh	pPAFAH inh	LYPLA2 counter	LYPLA1 counter	PME-1 primary
Cc1ccccc1NC(=O)CSc1ccc(-c2ccco2)nn1	17	-3	-2	7	0	6	2	2	2
Cn1c(CNc2ccc(Cl)cc2)nnc1SCC#N	1	1	0	-1	-3	-4	5	-1	2
COc1ccc(C/C(C)=N/Nc2nc(C)cc(=O)[nH]2)cc1	2	5	0	-3	2	2	3	5	5
O=C(N/N=C/c1ccncc1)c1nc(-c2ccccc2)n2c1CCCCC2	7	7	0	8	1	6	-1	0	4
[N-]=C=C1C(=S)NC(=O)[C@H]([n+]2ccccc2)[C@H]1c1ccc(Cl)cc1	-10	2	1	15	-2	12	-3	-3	0
Cc1cc(=O)oc(C)c1C(=O)Nc1ccc2nsnc2c1	-3	0	3	11	-2	-1	-5	0	1
CC(=O)c1ccc(S(=O)(=O)NC2CC(=O)N(c3ccc(Cl)cc3)C2)cc1 (centres undefined)	0	9	7	0	4	6	6	1	8
Cc1c(NS(=O)(=O)c2ccc(NCCN3CCOCC3)c([N+](=O)[O-])c2)c(=O)n(-c2ccccc2)n1C	7	3	1	3	-3	4	9	4	-2
Nc1nc(NCC2CCCO2)nc(Nc2ccccc2)c1[N+](=O)[O-] (centres undefined)	-3	4	3	1	-1	12	2	3	6
CCOC(=O)CC(NC(=O)c1ccco1)c1ccccc1Cl (centres undefined)	0	-1	5	10	-6	-3	11	2	0
O=C1Nc2ccccc2N(O)N1c1ccc(S(=O)(=O)N2CCOCC2)cc1	-1	3	2	-3	-4	1	1	4	-5
O=C1[C@H]2[C@@H](c3ccc(F)cc3)N3C(=O)N(c4ccccc4)C(=O)[C@@]3(Cc3ccc(Cl)cc3)[C@H]2C(=O)N1C1CCCCC1	3	4	-3	0	22*	3	-9	-6	-12
Cc1ccc(Cl)cc1NC(=O)CSC(N)=O	7	6	0	-2	4	0	2	-1	8
CCOC(=O)C1=C(O)C(=O)N(c2ccc(S(N)(=O)=O)cc2)C1c1ccc(OC)cc1 (centres undefined)	2	1	1	3	-3	2	2	-1	1
O=[N+]([O-])c1cccc2c(N3CCOCC3)ccnc12	10	-1	15	1	-1	3	8	0	-3
Clc1ccc(OCCCN2CCCCC2)c(Br)c1	1	1	4	8	-2	5	6	3	0
CCC(C)(CN(C)C)OC(=O)c1ccccc1 (centres undefined)	1	0	9	7	-3	2	1	3	1
Cc1ccc(-n2nnnc2SCC(N)=O)c(C)c1	7	3	10	0	3	4	0	-1	4
CC1=C(C(=O)OC2CCCCC2)C(c2cccnc2)n2ncnc2N1 (centres undefined)	-3	7	-1	0	2	0	-3	-1	5
COc1cccc(NC(=O)CSc2nnc(NC(=O)C3CC3)s2)c1	-4	6	12	2	-1	3	-2	-3	-3
Cc1ccc(C(=O)Nc2sc3c(c2C#N)CCCCC3)cc1C	5	0	1	9	1	2	-3	-2	7
CN(CC(=O)Nc1cccc(S(=O)(=O)NC2=NCCC2)c1)Cc1cccc(F)c1	·	11	6	-5	1	-3	4	-2	-1
COc1ccc(C2NC(=O)c3ccccc3O2)cc1 (centres undefined)	5	1	6	3	0	3	3	0	-2
Cc1cc(C2CCCCC2)n(O)c(=O)c1	4	0	3	-3	2	6	-6	-2	-2
O=C(C1CCC(=O)N(C2CC2)C1)N1CCN(c2ccc(Cl)cc2)CC1 (centres undefined)	1	4	5	33	0	0	6	0	3
COC(=O)c1ccc(NC(=O)Cn2cnc3c(nnn3-c3cccc(OC)c3)c2=O)cc1	0	3	-5	-12	-4	-10	-9	-4	-6
Cc1ccc(C)c2[nH]c(=O)c(CN(CCN3CCCC3)C(=O)Nc3ccc(F)cc3)cc12	9	0	5	-2	-1	-5	6	-10	-21

Structural class, the entries above with a halogen.
SMILES	GSTO1 inh	PAFAH1B2 inh	PAFAH1B3 FP inh	PREPL inhibitor	PAD4 inh	pPAFAH inh	LYPLA2 counter	LYPLA1 counter	PME-1 primary
O=C(c1ccc(CS(=O)c2ccc(F)cc2)o1)N1CCN(C2CCCCC2)CC1 (centres undefined)	0	-1	2	-3	-4	1	-1	6	2
CCn1nnc(NC(=O)c2sc3ccccc3c2Cl)n1	-1	5	7	-8	1	-2	-8	-4	-6
COc1ccc(Cl)cc1NC(=O)c1[nH]nc(OC)c1[N+](=O)[O-]	-5	2	-1	-6	-8	0	-8	-4	-3
COc1ccccc1NC(=O)c1c(Br)cnn1C	1	-1	7	-1	-8	0	-5	-3	-2
Cc1ccc(C(=O)NC(=S)Nc2ccccc2C(F)(F)F)cc1C	-8	-1	1	9	-3	-3	-14	-10	-2
O=C(NCCCO)C(=O)NCC(c1ccc2c(c1)OCO2)N1CCN(c2ccc(F)cc2)CC1 (centres undefined)	-12	2	5	19	-4	-2	0	2	-5
Cn1c(CNc2ccc(Cl)cc2)nnc1SCC#N	1	1	0	-1	-3	-4	5	-1	2
[N-]=C=C1C(=S)NC(=O)[C@H]([n+]2ccccc2)[C@H]1c1ccc(Cl)cc1	-10	2	1	15	-2	12	-3	-3	0
CC(=O)c1ccc(S(=O)(=O)NC2CC(=O)N(c3ccc(Cl)cc3)C2)cc1 (centres undefined)	0	9	7	0	4	6	6	1	8
CCOC(=O)CC(NC(=O)c1ccco1)c1ccccc1Cl (centres undefined)	0	-1	5	10	-6	-3	11	2	0
O=C1[C@H]2[C@@H](c3ccc(F)cc3)N3C(=O)N(c4ccccc4)C(=O)[C@@]3(Cc3ccc(Cl)cc3)[C@H]2C(=O)N1C1CCCCC1	3	4	-3	0	22*	3	-9	-6	-12
Cc1ccc(Cl)cc1NC(=O)CSC(N)=O	7	6	0	-2	4	0	2	-1	8
Clc1ccc(OCCCN2CCCCC2)c(Br)c1	1	1	4	8	-2	5	6	3	0
CN(CC(=O)Nc1cccc(S(=O)(=O)NC2=NCCC2)c1)Cc1cccc(F)c1	·	11	6	-5	1	-3	4	-2	-1
O=C(C1CCC(=O)N(C2CC2)C1)N1CCN(c2ccc(Cl)cc2)CC1 (centres undefined)	1	4	5	33	0	0	6	0	3
Cc1ccc(C)c2[nH]c(=O)c(CN(CCN3CCCC3)C(=O)Nc3ccc(F)cc3)cc12	9	0	5	-2	-1	-5	6	-10	-21

Screening results: PubChem, The Scripps Research Institute Molecular Screening Center
